NPYLR7 ag = mosquito NPYLR7 agonism; hit rate 0.15% among 270,000; activation, % at 10 µM; HEK293T NPYLR7/Galpha15, GCaMP6s calcium fluorescence; AID 1259423; in the data active means activation above about 40%;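 further: 0% = vehicle and 100% = reference agonist at the receptor; some compounds past the cut are filed as inactive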
mcGAS lum = blocks mouse cGAS activity; Q8C6L5; recombinant cGAS, Kinase-Glo ATP depletion luminescence; inhibition, % at 12.5 µM; hit rate 0.15% among 160,000;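 further: 0% = negative control wells and 100% = reference inhibitor with no enzyme activity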
hcGAS inh = inhibitors of human cGAS | recombinant h-cGAS, ATP depletion, Kinase-Glo luminescence | Q8N884 | AID 1259398 | hit rate 0.081% among 290,000 | inhibition, % at 12.5 µM;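 further: 0% = vehicle reaction and 100% = reaction without DNA for no activity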
Target sequence (Q8N884 whole entry, looked up): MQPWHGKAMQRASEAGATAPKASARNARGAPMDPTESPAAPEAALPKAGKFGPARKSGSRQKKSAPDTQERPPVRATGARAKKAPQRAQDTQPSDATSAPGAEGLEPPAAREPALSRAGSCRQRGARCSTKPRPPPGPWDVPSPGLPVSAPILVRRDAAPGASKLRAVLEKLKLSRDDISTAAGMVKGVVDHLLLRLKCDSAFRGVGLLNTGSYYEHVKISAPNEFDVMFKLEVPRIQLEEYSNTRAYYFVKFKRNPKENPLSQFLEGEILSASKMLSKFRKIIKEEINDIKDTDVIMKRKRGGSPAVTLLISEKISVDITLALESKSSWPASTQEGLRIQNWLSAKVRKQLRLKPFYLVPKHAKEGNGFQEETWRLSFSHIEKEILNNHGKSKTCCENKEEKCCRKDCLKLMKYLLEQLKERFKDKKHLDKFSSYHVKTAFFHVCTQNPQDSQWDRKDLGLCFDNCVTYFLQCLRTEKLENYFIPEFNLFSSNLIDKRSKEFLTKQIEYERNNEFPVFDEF
Active calls of the source: *; . = no result given; & = joins results of further samples. Unless noted, no stated cut-off is given here; in the data, active means inhibition above about 40%; inactive means the rest.

Compound	NPYLR7 ag	mcGAS lum	hcGAS inh
COc1ccc2c(c1)CN(Cc1ccco1)C(=O)CCN2	2.9	-0.5	1.8
Cc1cc(C)cc(S(=O)(=O)Nc2ccc(-c3ccc(N4CCN(C)CC4)nn3)cc2)c1	-9.9	-4.6	0.9
Cc1cccc(Oc2coc3cc(OCC(O)Cn4nc(C)cc4C)ccc3c2=O)c1 (stereo not given)	-0.1	-10.2	-7.5
C=CCN(Cc1csc(COc2cc(C)cc(C)c2C)n1)C(=O)Cc1ccccc1	-7.6	-5.7	0.0
CN(Cc1nc(Cc2ccccc2)no1)CC1(N2CCCCC2)CCCCC1	11.7	-12.0	-10.2
Cc1cc(C(=O)Cn2cc(C(F)(F)F)ccc2=O)c(C)n1C	-0.7	-3.6	-4.1
O=C(NC1CCC(NC(=O)[C@H]2CCCN2C(=O)c2cccc(F)c2)CC1)c1ccccc1 (stereo not given in full)	0.8	-0.8	-0.3
O=C(CCNc1ncnc2sccc12)N1CCCC1	4.1	.	-9.5
CCc1noc(CN2CCCN(CC3CC3)C(C(C)C)C2)n1 (stereo not given)	5.3	.	7.6
O=C(c1cccc([N+](=O)[O-])c1)N1CCCN(c2nc(Cc3ccc(F)cc3)ns2)CC1	-5.4	-6.3	-12.1
FC(F)(F)c1cc(Cl)c2n[nH]c(=S)n2c1	9.6	4.6	4.9
COC(=O)C1(C(F)(F)F)N=C2C=CC=CN2C(c2ccc(F)cc2)=N1 (stereo not given)	-0.8	.	-9.8
Cc1nn2cc(Cn3ccnc3-c3cc(C)c(C)o3)nc2s1	5.0	-9.1	-3.7
O=c1[nH]c(SCc2cccc(F)c2)nc2c1cnn2CCO	5.3	.	-6.2
Cc1ccccc1-c1noc(CSCC(=O)Nc2ccccc2C#N)n1	10.4	.	-2.3
CS(=O)(=O)N1CCCC(CNC(=O)c2cccc3ccnn23)C1 (stereo not given)	3.9	-11.8	-1.2
COc1ccc(C2=NC(CC(=O)N3CCc4ccccc4C3c3ccc(Cl)cc3)C(C)O2)cc1 (stereo not given)	1.2	-8.3	-7.6
COc1ccc2c(ccn2CC(=O)NC2CCCC2OC)c1 (stereo not given)	-3.0	.	-3.2
CSc1ccccc1NC(=O)Cn1nc(C(F)(F)F)cc1C	-0.3	.	-1.9
CCN1C(=O)N(CCN(C)C)C(=O)C12CCN(Cc1ccc(C#CC(C)(C)O)cc1)CC2	9.4	-16.4	-3.7
Cc1nn(S(=O)(=O)c2ccc(C(C)C)cc2)c(C)c1S(=O)(=O)N1CCCC1	6.5	.	2.5
CC1=C(CCN2CCNC(C(=O)NC3CC3)C2)C(C)(C)CCC1 (stereo not given)	11.8	-14.8	-4.1
O=C(NC1CCS(=O)(=O)CC1)C1CC1c1ccc(Cl)cc1 (stereo not given)	10.1	.	-9.0
Cc1cc(C)n(C(=O)CCCCCCC(=O)n2nc(C)cc2C)n1	-1.3	.	-2.2

The list goes on, starting with the last two of the part before.
Compound	NPYLR7 ag	mcGAS lum	hcGAS inh
O=C(NC1CCS(=O)(=O)CC1)C1CC1c1ccc(Cl)cc1 (stereo not given)	10.1	.	-9.0
Cc1cc(C)n(C(=O)CCCCCCC(=O)n2nc(C)cc2C)n1	-1.3	.	-2.2
Cc1ccccc1CN1C[C@@H]2C[C@@H](c3nc(C(C)C)cs3)N3CCC[C@@]23C1=O	4.4	.	1.7&-2.7
COCCn1c(C)cc(O)c(C(c2ccncc2)N2CCN(c3ccccc3F)CC2)c1=O (stereo not given)	7.4	.	-6.8
CCN(CC)C(=O)Cn1cnc2c(nnn2CC)c1=O	0.1	.	-6.8
CCCc1ccc(NC(=O)CNC(=O)c2ccccc2OC)cc1	4.3	.	-2.6
NC(=O)CN(CCCO)Cc1ccc(Cl)c(Cl)c1	6.3	.	-4.4
COc1ccc(-c2cnc(-c3ccc(CNC(=O)c4cc(Cl)ccc4F)cc3)[nH]2)cc1	-4.7	2.0	-0.4
CCCc1nn(-c2cccc(C)c2)c(CCC)c1C(=O)NCc1ccccn1	5.9	-2.3	-2.4
COC(=O)c1ccc(CC2(C)C(=O)Nc3cc(-c4ccc(F)cc4F)ccc32)o1 (stereo not given)	4.1	-3.4	0.0
CN(CCNC(=O)C(=O)Nc1cccc2cnccc12)C1CCCC1	-0.2	-3.5	7.1
COc1ccc(S(=O)(=O)Oc2ccc(CN(Cc3ccco3)C(=O)Nc3ccccc3OC)cc2)cc1	3.0	-0.1	6.2
O=c1c(N=Nc2nccs2)c(-c2ccccc2)[nH]n1-c1ccc([N+](=O)[O-])cc1	-6.0	-1.9	-4.0
O=C(NCc1cccc(F)c1)c1csc(COc2cc(Cl)ccc2Cl)n1	3.0	-8.9	-7.5

More compounds.
Every second line gives: NPYLR7 ag | mcGAS lum | hcGAS inh
CCn1c(C2CCCN(C(=O)c3sc(OC)nc3C)C2)nn(C)c1=O (stereo not given)
  21.2 | -19.8 | -7.4
CCn1nc(C)c(CN2CCCC(CNS(=O)(=O)c3ccc(OC)cc3)C2)c1C (stereo not given)
  1.6&-6.4 | . | -11.3&-6.8
COC(=O)C1=C(C)N=c2sc(=Cc3ccc(Br)cc3)c(=O)n2C1c1cccs1 (stereo not given)
  -5.1 | -8.9 | -5.2
CC(C)n1cc(C(=O)N2CCN(C(=O)c3ccco3)CC2)c2nn(-c3ccccc3)c(=O)c-2c1
  -4.8 | -7.7 | -8.3
FC(F)(F)c1nc(N2CCOCC2)nc2c1CCCCC2
  1.3 | . | 0.0
CO/N=C(\C(=O)N[C@@H]1C(=O)N2C(C(=O)O)=C(COC(C)=O)CS[C@H]12)c1csc(N)n1
  -1.8&-3.5 | . | 1.5&0.4
Oc1c(C=Nc2cccc3nsnc23)sc2ccccc12
  -1.6 | . | -12.5
CCN(CC)S(=O)(=O)c1cc(C)c(C)c(NC(=O)Cc2c(C)noc2C)c1
  1.2 | . | -6.2
COc1cc(-c2c(NC(=O)c3ccco3)oc3c(C)cccc3c2=O)cc(OC)c1OC
  4.6 | . | -3.2
COc1ccc(CN(Cc2ccc(F)cc2)C(=O)c2ccccc2Cl)cc1OS(=O)(=O)c1ccc(F)cc1
  21.2 | -5.9 | -4.5
CCSc1nnc(NC(=O)CSc2nc3c(c(=O)n2CCOC)SC(C)C3)s1 (stereo not given)
  -3.9 | . | -7.4
Cc1ccc(NC(=O)CN2CCN(c3cccc(F)c3C#N)CC2)cc1
  0.2 | -5.2 | -5.5
Cc1cc(C(=O)N2CCC3(CCCCC3)C2)c(C)n1C
  7.0 | . | -2.9
Cc1cc(C(=O)NCCN2CCc3ccccc3C2)ccc1O
  -0.8 | -8.6 | -2.0
Cc1c(C(=O)NNc2ncccn2)cnn1-c1ccc(F)cc1F
  10.3 | . | -10.7
COCCn1c(C)cn2c3c(=O)n(Cc4ccc(C)cc4)c(=O)n(C)c3nc12
  7.1 | . | -6.1
CCn1c(SCc2ccc(C(=O)NCCOC)cc2)nnc1-c1ccccc1[N+](=O)[O-]
  9.9 | -3.4 | -3.4
CCn1c(C2CCCN(Cc3cnn4c(C)cc(C)nc34)C2)nn(C)c1=O (stereo not given)
  -0.2 | 0.7 | 3.0
COc1ccc(-c2cc(C(=O)O)c3[nH]c(C)nc3n2)c(OC)c1
  -0.1 | -6.7 | -5.7
Cc1cc(S(=O)(=O)NCC(=O)N2C[C@H](N(C)C)C[C@H]2CO)ccc1F
  3.2 | -12.1 | -6.0
CCN(Cc1noc(C2CCC2)n1)C(=O)c1cnc2ccccc2c1
  -2.1 | . | -5.3
COc1ccc(C2CC(=O)N(CC(=O)Nc3cc(C)on3)c3ccccc3S2)cc1OC (stereo not given)
  -4.6 | -5.4 | -5.9
c1csc(C2=NN3C(C2)c2ccccc2OC3c2cccs2)c1 (stereo not given)
  2.6 | -4.5 | -6.7
COc1cccc(Nc2nc(NCCCOC(C)C)nc3c2cnn3-c2ccccc2)c1
  -0.2 | 0.7 | -0.9
Cc1cccc(C(=O)Nc2ccc(I)cn2)n1
  4.1 | . | -8.9
COc1ccc(-c2cc(C(=O)N=Nc3c(O)[nH]c4ccccc34)[nH]n2)cc1
  12.8 | -4.9 | -0.8
Cc1cccc(Cc2c(C)nc(C)nc2N2CCN(C(=O)Nc3ccc(C)cc3C)CC2)c1
  3.5 | -7.3 | -5.0
COC(=O)CN(C(=O)c1cc(C)c(F)cc1F)c1cccc(C)n1
  5.8 | . | -8.6
Cc1ccc(S(=O)(=O)N2CCN(Cc3ccncc3)CC2)cc1
  -6.5 | . | -8.4
COc1cccc(COC(CN2CCN(C(=O)c3ccc(F)c(F)c3)CC2)c2ccc(Cl)cc2)c1 (stereo not given)
  . | 3.1 | 6.2
Cc1ccc(F)c(Oc2cc(N3CCN(CC(=O)N4CCCC4)CC3)ncn2)c1
  13.9 | -11.3 | -9.0
Cc1cc(-c2cccc3ccnn23)cnc1N
  21.5 | -15.2 | -3.2
CCCc1c(C(=O)OCC)[nH]c2c1C(=O)CC(C)(C)C2
  11.3 | . | -11.3
N#CC1C(=N)C(C#N)(C#N)C(c2ccc[nH]2)C2CCCC=C12 (stereo not given)
  6.1 | . | -9.1
CC(C)(C)C(=O)N1CCC(C(=O)Nc2ccccc2-n2ccnc2)CC1
  2.5 | . | 4.4
O=S(=O)(N1CCCCC1)N(CCO)c1ccc(Br)cc1
  15.4 | . | -6.5
Cc1ccc(C2SCCN2C(=O)Nc2ccc(C)c(C)c2)c(C)c1 (stereo not given)
  -2.6 | -5.5 | -8.0
Cc1ccc(C2=NN(C(=O)c3ccco3)C(c3ccc4nccnc4c3)C2)cc1 (stereo not given)
  -0.6 | -0.5 | 0.1
COc1ccc(S(=O)(=O)N2CCN(c3nc4nccc(-c5cc(Cl)ccc5Cl)n4n3)CC2)cc1
  2.3 | -11.2 | -8.2
CC(=O)NC1C(=O)N(Cc2ccc(Cl)cc2Cl)c2ccccc21 (stereo not given)
  11.9 | -7.3 | -12.1

One compound at a time, as listed above. Order of screens: NPYLR7 ag, mcGAS lum, hcGAS inh
Record of COc1ccc(C2=NC(CC(=O)N3CCc4ccccc4C3c3ccc(Cl)cc3)C(C)O2)cc1 (stereo not given) → 1.2, -8.3, -7.6
Record of O=S(=O)(N1CCCCC1)N(CCO)c1ccc(Br)cc1 → 15.4, ., -6.5

(list continues)
Every second line gives: NPYLR7 ag | mcGAS lum | hcGAS inh
CCOC(=O)c1sc(NC(=O)c2cn(CC(=O)N(C)C)nn2)cc1C
  12.2 | -11.9 | -6.4
COc1ccc(N2C(=O)CSC2c2ccccc2F)cc1 (stereo not given)
  -6.2 | . | -9.2
O=C(c1cccc(Br)c1)N1CCC(n2c(=O)[nH]c3ccccc32)CC1
  -6.2 | -3.1 | 1.7
C=CCN(CC(=O)N(Cc1ccc(F)cc1)Cc1ccc(C)s1)C(=O)c1ccccc1F
  . | -9.5 | -11.3
CN(CCOc1ccccc1C#N)C1CC2CCC(C1)N2C(=O)OC(C)(C)C (stereo not given)
  -0.8 | . | -3.4
Cc1ccc2nc(C)c(NC(=O)c3ccc(S(N)(=O)=O)cc3)c(=O)n2c1
  -2.9 | . | -7.8
Nc1nc(SCc2ccc([N+](=O)[O-])cc2)[nH]c(=O)c1NC(=O)c1ccccc1F
  21.6 | -5.2 | 0.0
O=C(Cc1nc(-c2ccncc2)n[nH]1)NCc1cccnc1
  3.1 | 0.3 | -1.1
CCCCCSc1oc(-c2ccco2)nc1S(=O)(=O)c1ccc(F)cc1
  -1.0 | . | -3.7
CN(Cc1ccccc1)C(=O)CCC1CCN(S(=O)(=O)c2ccccc2Cl)CC1
  11.3 | . | -6.3

Fetched one by one from the entries so far (5):
Every second line gives: NPYLR7 ag | mcGAS lum | hcGAS inh
O=S(=O)(N1CCCCC1)N(CCO)c1ccc(Br)cc1
  15.4 | . | -6.5
CN(Cc1ccccc1)C(=O)CCC1CCN(S(=O)(=O)c2ccccc2Cl)CC1
  11.3 | . | -6.3
O=C(Cc1nc(-c2ccncc2)n[nH]1)NCc1cccnc1
  3.1 | 0.3 | -1.1
CCN(CC)S(=O)(=O)c1cc(C)c(C)c(NC(=O)Cc2c(C)noc2C)c1
  1.2 | . | -6.2
O=C(CCNc1ncnc2sccc12)N1CCCC1
  4.1 | . | -9.5

Carrying on:
Every second line gives: NPYLR7 ag | mcGAS lum | hcGAS inh
O=C(CNC(=O)C1c2ccccc2C(=O)N1C1CC1)NC1CCN(C(=O)Nc2ccccc2)CC1 (stereo not given)
  -2.8 | . | -10.9
CCOC(=O)c1sc(N2C(=O)C(O)=C(C(=O)c3ccco3)C2c2cccc(Cl)c2)nc1C (stereo not given)
  11.6 | -5.8 | -5.4
N=c1sc(-c2ccccc2)nn1CCCCS(=O)(=O)O
  4.1 | . | -8.4
O=C(/C=C/c1ccccc1)NCCN1CCn2cc(OCc3ccccc3)c(=O)cc2C1=O
  9.2 | . | -8.4
CC1CCCC(OCC(=O)NCc2ccccc2OCCO)C1 (stereo not given)
  -0.9 | . | -8.6
Cc1cccc2sc(N(Cc3cccnc3)C(=O)c3ccc([N+](=O)[O-])o3)nc12
  -26.3 | 2.3 | -2.3
CCCCCN(Cc1cccn1Cc1cccc(C(F)(F)F)c1)C(=O)CN(CC)C(=O)c1ccc(Cl)cc1
  25.3 | -4.7 | 0.1
CCc1cn[nH]c1C1CCCN(C(=O)COc2ccc3nncn3n2)C1 (stereo not given)
  1.0 | . | -0.3
